Source: PubChem BioAssay (National Center for Advancing Translational Sciences (NCATS))
AMA1 RON2 block: inhibitors of Plasmodium falciparum AMA1-RON2 interaction | AlphaScreen AMA1-biotinylated RON2 peptide binding | Potency, µM (doses to about 58.2 µM), inactives show at the highest dose activity change, negative = inhibition, most hits filed as inhibitors | actives 0.2% (n = 360,000);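 note: potency is the fitted concentration of half-maximal effect; 0% = vehicle wells and -100% = peptide control; nearly all actives have a fitted effect of over 45% in size; some results filed as inactive show a strong effect at the top dose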
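AMA1 (3D7) with his tag at 25 nM final met compounds first, then biotinylated RON2 peptide at 25 nM; detection used donor plus acceptor beads, 10 µg/mL apiece, read by AlphaScreen after 30 min at room temperature.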
FBPA Giardia inh: inhibitors of Giardia lamblia fructose-1,6-bisphosphate aldolase. A8B2U2. purified Giardia FBPA. Potency, µM (titrated, usually from 59.6 µM), inactives show at the top dose activity, negative = inhibition, usual class: inhibitors. actives 0.71% (n = 290,000). AID 2451; note: potency is the fitted concentration of half-maximal effect; nearly all actives have a fitted effect of over 55% in size
Target sequence (A8B2U2 whole entry, looked up): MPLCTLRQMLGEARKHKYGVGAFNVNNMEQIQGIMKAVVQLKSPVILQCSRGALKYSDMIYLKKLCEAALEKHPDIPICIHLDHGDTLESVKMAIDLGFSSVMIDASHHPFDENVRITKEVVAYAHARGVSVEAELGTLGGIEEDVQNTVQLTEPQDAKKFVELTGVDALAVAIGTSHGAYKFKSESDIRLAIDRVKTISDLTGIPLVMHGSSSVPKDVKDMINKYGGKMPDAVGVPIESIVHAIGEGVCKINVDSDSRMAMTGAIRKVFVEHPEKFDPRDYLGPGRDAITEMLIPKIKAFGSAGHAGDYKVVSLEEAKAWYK
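Giardia FBPA (40 nM reagent) was preincubated 10 min at RT with compound (up to 57.5 uM final), then substrate plus GAPDH/TPI/NAD/arsenate coupling system with diaphorase/resazurin was added; resorufin fluorescence (525/598 nm) was read after 20 min.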
HCMV antiviral: human cytomegalovirus inhibition; actives 4.5% (n = 410,000); activity change, negative = inhibition, % at 57.5 µM; HFF cells, HCMV-luciferase reporter, 72 h; active compounds read low; in the data active = activity change below about -60%; inconclusive = no clear call, values can overlap the other calls; inactive = above about -39%
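Compounds were evaluated in HFFs infected with an HCMV luciferase reporter virus (MOI 1 PFU/cell). Luciferase in lysates collected 72 h post infection served as the replication measure.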
AmpC inh detg: AmpC beta-lactamase inhibition with detergent present; P00811; AmpC hydrolysis of nitrocefin, absorbance 480 nm, 0.01% Triton; Potency, µM (titrated, usually from 114 µM), without a hit: at the highest dose activity change, negative = inhibition, usual class: inhibitors; actives 0.041% (n = 370,000); AID 485294;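 note: potency is the fitted concentration of half-maximal effect; 0% = no-compound wells and -100% = no-enzyme wells; nearly all actives have a fitted effect of over 25% in size; some results filed as inactive show a strong effect at the top dose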
Target sequence (P00811 whole entry, looked up): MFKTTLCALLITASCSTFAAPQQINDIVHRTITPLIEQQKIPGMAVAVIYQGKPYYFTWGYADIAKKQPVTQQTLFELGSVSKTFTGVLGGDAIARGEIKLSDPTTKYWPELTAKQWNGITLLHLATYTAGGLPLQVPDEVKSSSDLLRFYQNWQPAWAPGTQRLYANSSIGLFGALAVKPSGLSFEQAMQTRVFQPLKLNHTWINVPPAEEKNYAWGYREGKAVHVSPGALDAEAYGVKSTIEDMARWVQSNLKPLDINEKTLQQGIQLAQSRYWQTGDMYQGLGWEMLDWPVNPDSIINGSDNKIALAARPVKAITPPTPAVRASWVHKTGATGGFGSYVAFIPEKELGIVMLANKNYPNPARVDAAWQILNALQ
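AmpC (5.3 nM in the dispensed reagent) in 20 mM phosphate pH 7.0 with 0.01% (detergent screen) or 0.0001% Triton X-100 was preincubated with compounds for 15 min at room temperature. Nitrocefin was then added from an 800 uM solution, and hydrolysis was followed at 480 nm.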
Sm TGR inh: blocks Schistosoma mansoni thioredoxin glutathione reductase; purified TGR, DTNB reduction, TNB absorbance 405 nm; Potency, µM (highest dose often 114 µM), inactives show top-dose activity change, negative = inhibition, hits mostly inhibitors; actives 3% (n = 360,000); Q962Y6; note: potency is the fitted concentration of half-maximal effect; nearly all actives have a fitted effect of over 60% in size
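Kinetic colorimetric format: TGR-catalysed, NADPH-driven DTNB reduction monitored via TNB absorbance. Enzyme dispensed at 20 nM; compound exposure 15 min at room temperature before reaction start.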
HCV inh: inhibitors of hepatitis C virus infection; actives 3.4% (n = 340,000); Potency, µM (highest dose often 41.8 µM), without a hit: top-dose activity change, negative = inhibition, usual class: inhibitors; AID 651820; Huh7.5.1 HCVcc-Cre infection, luciferase reporter, 44 h; note: potency is the fitted concentration of half-maximal effect
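HCVcc-Cre virus at an moi near 0.5 was added right after compound to cells cultured 4 h from seeding (1,000 cells/well). Luciferase activity was determined 44 h later, 15 min after substrate addition at RT.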
* = called active by the depositor; ? = inconclusive; . = not tested or not shown; & = joins results of further samples; [ ] = remark or other dose. Unless noted, calls come from the whole dose curve; as a rule, active = well fitted curve in the direction sought with a large enough effect; inconclusive = small, poorly fitted or top-dose-only effect, or another doubt; inactive = no such curve, though single readings can be large; an effect the other way counts as inactive or inconclusive. Unless noted, % is set by controls: 0 for no effect and ±100 for the full control effect.

SMILES | AMA1 RON2 block | FBPA Giardia inh | HCMV antiviral | AmpC inh detg | Sm TGR inh | HCV inh
COc1ccc(C(=O)Oc2ccc(C(C)=O)cc2)c(OC)c1 | 2% | 0% | ? | ? | -1% | 5%
CCOC(=O)[C@@H]1[C@H]2COc3ccccc3[C@@H]2N2C(=O)N(c3ccc(C(F)(F)F)cc3)C(=O)[C@]12C | -5% | . | 0 | . | . | -7%
NC(=O)c1cc(NC(=O)CCc2nc3ccccc3s2)cc(C(N)=O)c1 | -20% | 5% | -29 | -6% | -7% | 18%
C[C@@H](C(=O)NCc1ccccn1)[C@@H]1C[C@@]1(C)[C@@H](NC(=O)OCc1ccccc1)c1ccccc1 | 33%[activator] | -8%&2% | -5 | -12% | -1% | -5%[8.37 µM]
Cc1cc(C(=O)N2CCc3ccccc3C2)n[nH]1 | 9% | 4% | 28 | 4% | -2% | 6%
CC1CN(C(=O)N2CCC(C(=O)NC3CCCCCC3)CC2)c2cc(Cl)ccc2O1 (configuration not stated) | . | . | 17 | -1% | -15% | .
O=C1CCC(=O)N1CCSC(=S)N1CCOCC1 | -5% | -1% | 60 | -1% | 10% | -1%
N#Cc1cc(C#N)c(SCC(=O)N2CC(=O)Nc3ccccc32)nc1N | 29% | . | -15 | -4% | -16% | ?
CCC(CC)C(=O)Nc1cc(C)c2c(=O)oc3ccccc3c2n1 | -2% | -2% | ? | 1% | 19% | ?
Cc1ccc(-n2nnnc2CNC(=O)c2ccc3c(c2)OCO3)cc1C | 32%[activator] | 7% | 15 | -1% | -2% | 5%
Cc1ccc2nc(=O)c(NNc3ccccc3)cnc2c1 | -4% | 0% | 113 | -13% | -9% | ?
Cc1ccc(Cn2ccc(NC(=O)c3c(-c4ccccc4Cl)noc3C)n2)cc1 | -1% | -1% | -27 | 1% | -4% | -17%
COC(=O)c1c(-c2ccc(Cl)cc2)noc1N1CCN(c2cc(C)ccc2C)CC1 | . | . | 7 | -8% | -6% | .
COc1ccccc1CCNC(=O)C(=O)NCC1OCCN1S(=O)(=O)c1ccc(Br)cc1 (configuration not stated) | -3% | -2% | 45 | -7% | 4% | -21%
COc1ccc(Cl)cc1N1C(=O)C2CCCN2C1c1ccc(F)c(F)c1 (configuration not stated) | 3% | 0% | -8 | ? | 0% | 1%
COc1ccc(CCN(C)C(=O)CN2C(=O)c3ccccc3S2(=O)=O)cc1OC | -6% | 5% | 22 | -13% | 0% | 5%
COCCN1Cc2cccc(C(=O)Nc3ccc(-c4nc5ccccc5[nH]4)cc3)c2C1=O | -5% | 4% | -19 | 0% | 1% | -1%
CCOC(=O)C1=C(C)Nc2[nH]c(=O)[nH]c(=O)c2C1c1cccs1 (configuration not stated) | -4% | -1% | 34 | -17% | -17% | 7%[8.37 µM]
CCCn1nc(C(=O)Nc2nc(-c3ccccn3)cs2)c2ccccc2c1=O | -13% | . | 28 | ? | -29% | 5µM*
C/C(=N\Nc1nccnc1Cl)c1ccc([N+](=O)[O-])cc1 | 101%[activator] | -12% | 13 | -10% | 3% | -1%
COc1ccc(S(=O)(=O)N2CCCCC2)cc1NC(=O)c1cc([N+](=O)[O-])ccc1N1CCOCC1 | -29% | . | -22 | -6% | -1% | 7.9µM*
CC(=O)N1CC(C)Sc2ccc(S(=O)(=O)NCCc3cccc(C)c3)cc21 (configuration not stated) | 7% | 4% | ? | -7% | -13% | ?
CN(CC(=O)Nc1cccc(F)c1)C(=O)c1cc(-c2ccccc2)nc2ccccc12 | -7% | . | -28 | ? | 20% | ?
COc1ccc(C(=O)NCc2ccc(-c3nc4ccccc4s3)cc2)cc1 | 3% | . | 25 | 2% | 14% | -8%
COCCCN1C(=O)c2[nH]nc(-c3ccccc3O)c2C1c1ccc(OCc2ccccc2)cc1 (configuration not stated) | . | . | -96* | 4% | 1% | .

In the list so far, 3 contain fluorine:
SMILES | AMA1 RON2 block | FBPA Giardia inh | HCMV antiviral | AmpC inh detg | Sm TGR inh | HCV inh
CCOC(=O)[C@@H]1[C@H]2COc3ccccc3[C@@H]2N2C(=O)N(c3ccc(C(F)(F)F)cc3)C(=O)[C@]12C | -5% | . | 0 | . | . | -7%
COc1ccc(Cl)cc1N1C(=O)C2CCCN2C1c1ccc(F)c(F)c1 (configuration not stated) | 3% | 0% | -8 | ? | 0% | 1%
CN(CC(=O)Nc1cccc(F)c1)C(=O)c1cc(-c2ccccc2)nc2ccccc12 | -7% | . | -28 | ? | 20% | ?

More results follow:
SMILES | AMA1 RON2 block | FBPA Giardia inh | HCMV antiviral | AmpC inh detg | Sm TGR inh | HCV inh
O=C(NC(=O)c1ccc(Cl)cc1)Nc1ccc(-c2cnco2)cc1 | . | 2% | . | 6% | -4% | .
CCCN1CCN(c2ncnc3sc(C(=O)Nc4ccc(N(CC)CC)cc4C)c(C)c23)CC1 | . | . | -25 | 1% | -24% | .
COCCc1nn2c(=O)cc(COC(=O)c3ccc(C(C)(C)C)cc3)nc2s1 | . | . | -14 | -3% | -5% | .
Cc1ccc(OCC(=O)N/N=C\c2ccc(C)o2)c(C)c1 | 28% | 0% | -24 | 2% | -7% | -10%
Cc1cccc(/C(N)=N/OC(=O)c2ccc(Br)o2)c1 | 15% | -5% | 41 | -2% | 2% | 18%
COc1ccc(C2SCC(=O)N2c2ccc(F)cc2)cc1 (configuration not stated) | 14% | 3% | 29 | 2% | 0% | -1%
COc1ccc(NC(=O)Nc2ncn(Cc3cccc(C(F)(F)F)c3)n2)cc1OC | 18% | -9% | -5 | -6% | 3% | -17%
COc1ccc(C2(CNC(=O)c3cccc([N+](=O)[O-])c3)CCCCC2)cc1OC | -7% | -23% | -16 | -4% | -10% | -9%
COc1ccc(OC)c(C(=O)Cn2nnc(-c3ccc(N4CCOCC4)cc3)n2)c1 | -12% | -4% | -5 | -10% | 8% | ?
C=CCc1cccc2cc(C(=O)NC)c(=O)oc12 | 0% | 1% | 38 | ? | 2% | ?
C=CCn1c(SCC(=O)N2N=C(c3ccco3)CC2c2ccco2)nnc1-c1ccncc1 (configuration not stated) | 4% | 2% | 0 | 1% | -15% | 4%
O=C(Nc1ccc(N2CCOCC2)c(F)c1)c1ccncc1 | 7% | -9% | -20 | 0% | 8% | -1%
O=C1CCCC2=C1C(c1ccc(Cl)cc1)N1C(=O)CCSC1=N2 (configuration not stated) | 3% | -1% | -10 | -14% | ? | -6%
CCC1(CC)C(=O)N(C)C(=O)NC1=Nc1ccc(OC)cc1 | 14% | 3% | -20 | -3% | -6% | 8%
CN(Cc1ccc(C(C)(C)C)cc1)C(=O)C1CSC2(C)CCC(=O)N12 (configuration not stated) | 4% | . | 42 | 11% | 11% | -21%
O=C(CCc1cn(Cc2ccccc2Cl)c2ccccc12)NC1CCCCC1 | . | . | -72* | 11% | 0% | .
CCOC(=O)Cc1ccc(NC(=O)N(C(C)C)C2CCN(C(C)=O)CC2)cc1 | . | . | -7 | -9% | 1% | .
CCC(=O)N1CCN(C(C)=O)C1c1ccccc1 (configuration not stated) | 2% | 5% | 31 | 0% | 38%[activator] | ?
CCC(=NCc1ccccc1)C1=C(O)C(C(=O)OC)C(C)(C)CC1=O (configuration not stated) | -2% | 6% | -25 | 1% | 0% | 16%
CNC(=O)/C(C#N)=C/c1c(N2CC(C)OC(C)C2)nc2ccccn2c1=O (configuration not stated) | 10% | -5% | -24 | -7% | 3% | 36%[activator]
Cc1nc(NCc2ccc3c(c2)OCO3)c2oc3ccccc3c2n1 | -10% | -23% | -16 | -8% | 1% | ?
O=C(N/N=C/c1ccccc1)c1ccc(CN2C(=O)c3cccc4cccc2c34)cc1 | -6% | -6% | 21 | -4% | -15% | ?
CC(Oc1cccc(Cl)c1)C(=O)Nc1ccc(S(=O)(=O)Nc2ncccn2)cc1 (configuration not stated) | 14% | . | -8 | -12% | -1% | 15%
CSCCC(NC(=O)c1ccccc1Cl)C(=O)OCC(=O)N1CCCC1=O (configuration not stated) | -2% | . | -6 | -1% | -3% | 14%
CCC(c1nnnn1CC1CCCO1)N(CCN1CCOCC1)Cc1cc2cc(C)ccc2[nH]c1=O (configuration not stated) | 30%[activator] | -13% | 8 | 5% | ? | 18%

Brought forward from above: four entries, followed by the next part.
SMILES | AMA1 RON2 block | FBPA Giardia inh | HCMV antiviral | AmpC inh detg | Sm TGR inh | HCV inh
O=C(N/N=C/c1ccccc1)c1ccc(CN2C(=O)c3cccc4cccc2c34)cc1 | -6% | -6% | 21 | -4% | -15% | ?
CC(Oc1cccc(Cl)c1)C(=O)Nc1ccc(S(=O)(=O)Nc2ncccn2)cc1 (configuration not stated) | 14% | . | -8 | -12% | -1% | 15%
CSCCC(NC(=O)c1ccccc1Cl)C(=O)OCC(=O)N1CCCC1=O (configuration not stated) | -2% | . | -6 | -1% | -3% | 14%
CCC(c1nnnn1CC1CCCO1)N(CCN1CCOCC1)Cc1cc2cc(C)ccc2[nH]c1=O (configuration not stated) | 30%[activator] | -13% | 8 | 5% | ? | 18%
COc1cc(-c2nnc(COc3ccc4cc(Br)ccc4c3)o2)cc(OC)c1OC | -5% | -1% | 34 | -13% | -18% | -29%
O=C(NN=Cc1ccc(N2CCOCC2)cc1)c1cc2ccccc2cc1O | 107%[activator] | . | 63 | . | . | -1%
CC1Sc2ccc(S(=O)(=O)CCC(=O)NC3CCCCC3C)cc2NC1=O (configuration not stated) | -1% | . | -22 | 1% | ? | -5%
Fc1ccc(OCCOCCOc2cccc3[nH]ccc23)cc1 | 2% | -6% | -35 | 6% | 23% | -4%
Cn1c[n+](C)cc1C(O)c1ccccc1 (configuration not stated) | 0%&0% | -3%&0% | 26&-9 | ? | 1%&-18% | 21%&15%
O=C(CSc1nc2ccc([N+](=O)[O-])cc2[nH]1)NC1CCCCC1 | -1% | -17% | -39 | -1% | 10% | -22%
O=C(CSc1nccn1-c1cccc(Cl)c1)Nc1cccc(C(F)(F)F)c1 | . | . | 18 | 7% | 9% | .
CCc1cccc(NC(=O)CCc2c(C)nc3c(c2C)c(=O)n(C)c(=O)n3C)c1 | . | . | -18 | 1% | -11% | .
CCn1cc(/C=C(\NC(=O)c2cc(OC)c(OC)c(OC)c2)C(=O)N2CCN(C)CC2)c2ccccc21 | -9% | -2% | -7 | -3% | 4% | -2%
Cc1ccc(NC(=O)c2c(C)nn(-c3ccccc3)c2Cl)c(C)c1 | 1% | -3% | -1 | 3% | 14% | ?
Cc1ccc2oc(=O)c3cnn(CC(=O)NC4CCCCC4C)c3c2c1 (configuration not stated) | 24% | 2% | -2 | ? | 5% | 15%
CN(C)c1ccc(NC(N)=S)cc1 | -13% | -10% | ? | -1% | 1% | -4%
COC(=O)[C@@H]1C[C@@H]2CC[C@@H](O)C[C@@H]2N1Cc1ccc(Cl)cc1 | -16% | 0%&-2% | 11 | -6% | ? | 8%
N#CCOc1ccccc1/C=N/n1nnnc1N | -3% | 3% | 76 | -13% | 1% | -27%
Cc1ccc(C(C)C)c(OCCNCc2ccccc2)c1 | 1% | ? | -9 | ? | -32% | -4%
Nc1[nH][nH]c(=O)c1N=Nc1ccccc1 | 25% | . | -6 | . | . | -17%
COc1cccc(C(=O)C2CCCN(Cc3cccn3-c3ccccn3)C2)c1 (configuration not stated) | 8% | 8% | -63* | 5% | -2% | -25%

Random draw from the library; about 9.3% have a hit in one of these screens.
